GPT2 inh = blocks human glutamate pyruvate transaminase 2 | actives 0.25% (n = 100,000) | Recombinant GPT2, coupled pyruvate oxidase/HRP Amplex Red fluorescence | Q8TD30 | Potency, µM (series often up to 57.7 µM), without a hit: at the top dose activity change, negative = inhibition, actives largely listed as inhibitors; also: potency is read from the fitted curve at half-maximal effect; nearly all actives have a fitted effect of over 60% in size; many of its hits are not listed in these tables
Target sequence (Q8TD30 whole entry, looked up): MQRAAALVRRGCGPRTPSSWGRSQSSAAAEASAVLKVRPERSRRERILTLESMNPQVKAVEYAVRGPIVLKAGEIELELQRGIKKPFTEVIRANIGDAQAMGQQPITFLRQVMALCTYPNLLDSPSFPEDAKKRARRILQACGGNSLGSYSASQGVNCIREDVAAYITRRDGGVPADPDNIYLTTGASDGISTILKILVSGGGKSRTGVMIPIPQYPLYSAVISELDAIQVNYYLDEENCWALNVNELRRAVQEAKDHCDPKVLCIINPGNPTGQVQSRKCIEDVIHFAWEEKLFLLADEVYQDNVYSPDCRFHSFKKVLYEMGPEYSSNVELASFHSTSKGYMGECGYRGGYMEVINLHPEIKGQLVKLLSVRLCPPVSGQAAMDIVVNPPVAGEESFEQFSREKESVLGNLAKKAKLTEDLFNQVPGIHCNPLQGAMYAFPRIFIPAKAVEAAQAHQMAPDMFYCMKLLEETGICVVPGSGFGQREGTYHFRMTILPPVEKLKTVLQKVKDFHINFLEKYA
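Inhibition is scored from Amplex Red fluorescence generated when pyruvate oxidase and HRP act on pyruvate released by GPT2. Reactions contain 10ng/uL enzyme, 250uM a-KG and 2mM L-alanine and run 30 min at room temperature.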
HEK293 viab = counter-screen for SNCA expression inhibitors: cell viability; HEK-293-SNCA-luc viability, GF-AFC fluorescence, 24 h; Potency, µM (highest dose often 57.1 µM), inactives show at the top dose activity change, negative = cytotoxicity, usual class: cytotoxic; actives 0.12% (n = 150,000); AID 1671193;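 also: potency is read from the fitted curve at half-maximal effect; 0% = DMSO-treated cells and -100% = medium-only wells without cells; nearly all actives have a fitted effect of over 30% in size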
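HEK-293-SNCA-luc cells (1500/well) plated 24 h, then exposed 24 h to a dilution series; GF-AFC added 30 min at 37C, fluorescence 405/540 nm; normalised to medium-only and DMSO wells, Hill fit.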
SNCA expr inh = inhibitors of alpha-synuclein (SNCA) gene expression; HEK-293 SNCA-luciferase knock-in, luminescence, 24 h; Potency, µM (series often up to 57.2 µM), inactives show at the top dose activity change, negative = inhibition, most hits filed as inhibitors; actives 0.17% (n = 140,000);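 also: potency is read from the fitted curve at half-maximal effect; plate controls were DMSO cells for no effect and cell-free wells for full effect; nearly all actives have a fitted effect of over 45% in size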
NIH3T3 tox = NIH 3T3 cell cytotoxicity; NIH 3T3 viability, CellTiter-Glo ATP luminescence, 48-72 h; Potency, µM (top dose mostly 96.7 µM), inactives show top-dose activity change, negative = cytotoxicity, actives largely listed as inhibitors; actives 4.3% (n = 94,000); AID 1345082; also: potency is read from the fitted curve at half-maximal effect; nearly all actives have a fitted effect of over 55% in size
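Cytotoxicity is measured as loss of cellular ATP: NIH 3T3 cells (400/well) are exposed to compound for 48 or 72 hr at 37 °C, then CellTiter-Glo luminescence is imaged after 10 min at room temperature.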
IP6K1 inhibitor = inhibitors of human IP6K1. activity change, % (series mostly up to about 58 µM). actives 0.81% (n = 140,000). IP6K1 kinase, ADP-Glo luminescence, 2 h; hits give low values; in the data active = activity change below about -25%
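ADP-Glo luminescence measures ADP made by human IP6K1 during a 2 h RT reaction with ATP/IP6 (mix at 1.3 mM/130 uM); top library doses 57.5 and 19.1 uM final.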
HEK293 tox = kills HEK 293 cells; actives 6.6% (n = 94,000); HEK 293 viability, ATP luminescence (CellTiter-Glo), 48-72 h; Potency, µM (series often up to 115 µM), inactives show at the highest dose activity change, negative = cytotoxicity, actives largely listed as inhibitors; also: potency is read from the fitted curve at half-maximal effect; nearly all actives have a fitted effect of over 60% in size
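Luminescence from cellular ATP, measured with CellTiter-Glo, indicates HEK 293 viability. Cells plated at 250 cells/well are treated with compound for 48 or 72 hr at 37 degree Celsius before reagent addition.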
FLuc inh = inhibitors of firefly (Photinus pyralis) luciferase; purified P. pyralis luciferase, luminescence, biochemical; Potency, µM (series often up to 115 µM), inactives show top-dose activity change, negative = inhibition, most hits filed as inhibitors; actives 2.5% (n = 76,000); AID 1347043; also: potency is read from the fitted curve at half-maximal effect; nearly all actives have a fitted effect of over 65% in size
Target sequence (P08659 whole entry, looked up): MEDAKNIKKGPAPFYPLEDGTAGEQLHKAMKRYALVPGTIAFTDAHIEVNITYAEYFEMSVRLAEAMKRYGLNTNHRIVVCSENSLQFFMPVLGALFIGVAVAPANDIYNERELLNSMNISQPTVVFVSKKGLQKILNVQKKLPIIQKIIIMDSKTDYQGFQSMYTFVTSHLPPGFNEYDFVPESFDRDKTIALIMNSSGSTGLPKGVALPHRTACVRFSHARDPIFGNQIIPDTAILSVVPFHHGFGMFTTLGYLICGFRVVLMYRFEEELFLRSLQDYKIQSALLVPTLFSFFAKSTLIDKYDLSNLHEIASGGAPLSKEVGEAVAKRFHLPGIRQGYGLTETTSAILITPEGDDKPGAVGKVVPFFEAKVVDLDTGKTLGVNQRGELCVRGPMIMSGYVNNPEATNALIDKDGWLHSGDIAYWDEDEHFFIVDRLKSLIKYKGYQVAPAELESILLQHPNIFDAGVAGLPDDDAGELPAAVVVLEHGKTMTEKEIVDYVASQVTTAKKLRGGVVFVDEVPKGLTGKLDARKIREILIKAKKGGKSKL
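Cell-free enzyme assay, 10nM P. pyralis luciferase, luciferin and ATP each at 10uM. Inhibition profiled over a 6-point titration, read as luminescence.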
* hit, by the source's call; i = inactive; ? = inconclusive; · = no result given; [ ] = remark or other dose. Unless noted, calls follow the shape of the dose curve; as a rule, active = well fitted curve in the direction sought with a large enough effect; inconclusive = small, poorly fitted or top-dose-only effect, or another doubt; inactive = no such curve, though single readings can be large; an effect the other way counts as inactive or inconclusive. Unless noted, % is scaled to controls: 0 for no effect and ±100 for the full control effect.

Compound | GPT2 inh | HEK293 viab | SNCA expr inh | NIH3T3 tox | IP6K1 inhibitor | HEK293 tox | FLuc inh
CCC#CCN1CCc2ccccc2N(CC(O)COCc2ccco2)CCC1=O (centres undefined) | 4.5%[27.3 µM] | 0.3%[23.9 µM] | 8.0%[25.6 µM] | ? | 10.4 | ? | ·
CCCNC(=O)CSc1nc2nc(C)c(Cc3ccccc3Cl)c(C)n2n1 | · | 8.1% | -0.7% | · | 4.4 | · | ·
CCC(=O)OCc1cnc(C)c2oc(=O)c(C(=O)Nc3ccccc3C(F)(F)F)cc12 | · | 19.1% | -1.6% | · | -1.7 | · | ·
CCc1ccc(NC(=O)c2ccc(CN3C(=O)C(C)=C(c4ccc(C)cc4)S3(=O)=O)cc2)cc1 | · | -7.3% | 22.6% | · | 33.8 | · | ·
Cc1ccc(NC(=O)CC2Sc3ccccc3NC2=O)c(Br)c1 (centres undefined) | · | 14.1% | 57.0%[activator] | · | -0.9 | · | ·
Cc1nc(C)c(C(=O)N2CCC[C@H](n3c(=O)n(Cc4ccccc4)c4cccnc43)C2)s1 | i | -3.1% | -7.3% | -14.5% | 6.0 | 39.8µM* | 0.4%
Cc1cc(-c2nccc3c(=O)cc(N(C)c4ccccc4)oc23)ccn1 | 1.9%[88.5 µM] | -7.5%[87.6 µM] | 7.2%[87.6 µM] | 10µM* | -12.8 | ? | -3.5%[172 µM]
CC(=O)N1CCC(C(=O)N2CCC3(CC2)CC(=O)Nc2ccccc2O3)CC1 | 3.6% | 10.8% | 2.4% | -17.5% | 9.2 | -1.7% | ·
N#Cc1ccc(C(=O)Nc2ccc([C@@H](O)[C@H]3COCC(=O)N3Cc3ccc(F)cc3)cc2)cc1 | -1.2% | -0.4% | 37.7%[activator] | -28.8% | -3.8 | ? | -1.7%
Cc1ccc(C(=O)Nc2cccc(-c3nnc4n3CCCC4)c2)cc1 | i | -3.6% | 5.1% | -10.3% | -3.7 | 0.3% | ?
COc1ccc(Cl)cc1NC(=O)Cn1c(=O)n(Cc2ccco2)c(=O)c2cccnc21 | · | -2.3% | -12.8% | · | 9.7 | · | ·
CCC(C(=O)NCc1ccccc1Cl)n1c(=O)c2cccn2c2ccccc21 (centres undefined) | · | -16.0% | -11.2% | · | 20.6 | · | ·
Cc1cccc(-c2nc3c4ccccc4nc(NCc4ccc(F)cc4)n3n2)c1 | · | -1.3% | 218.5%[activator] | · | -16.8 | · | ·
CNC(=O)[C@@H]1CN(C(=O)c2ccc(C)c(C)c2)C[C@H]1CO | i | 7.2% | 22.0% | -13.1% | 9.2 | -5.7% | -1.6%
CC(=Cc1ccccc1)C=C1SC(=S)N(CC(=O)O)C1=O | ? | -17.5% | -12.7% | · | · | · | ·
COCCNC(=O)CCc1nc2cccnc2n1Cc1ccc(OC)cc1 | · | 2.5% | 1.8% | · | 9.7 | · | ·
O=C(O)c1ccc(CN2CCC3(CC2)CC(C(=O)O)N(C(=O)C2CC2)C3)cc1 (centres undefined) | -15.9% | -2.3% | -6.5% | -1.6% | 14.4 | 0.7% | -1.6%
CC12CN3CC(C)(CN(C1)C3c1ccc(OCc3ccccc3)cc1)C2=O (centres undefined) | · | 10.0% | -7.9% | · | 4.3 | · | ·
CCN(CCN(C)C)C(=O)c1cn(CC2COc3ccccc3O2)nn1 (centres undefined) | 3.3% | 7.0% | -17.2% | -3.8% | 4.0 | -26.6% | -0.2%
COc1ccc(NC(=O)c2oc3ccccc3c2NC(=O)Cc2cccs2)c(OC)c1 | · | 13.8% | 16.5% | · | 33.7 | · | ·
O=C(NCC1CC1)c1cccc(OC2CN(Cc3cncs3)C2)c1 | 0.4% | 2.2% | 2.1% | -2.4% | 7.9 | -2.6% | 0.0%
COCCn1c(C)cnc1C1CCNC1 (centres undefined) | -11.8% | 8.9% | 34.5%[activator] | 0.7% | 0.1 | i | -2.1%
O=c1n(-c2cccc(Cl)c2)nc2n1CCN(Cc1cccc3ccccc13)C2 | -62.5% | -13.4% | -10.0% | -44.3% | 27.9 | ? | ·
CC1(c2ccccc2)N(Cc2ccccc2C#N)C(=O)OC12CCN(C(=O)Cc1ccc3c(c1)OCO3)CC2 (centres undefined) | 4.1% | -9.6% | 7.3% | ? | -12.1 | -17.7% | -2.0%
Cc1noc(C)c1CN1CCc2nc(C(=O)Nc3ccccc3)oc2CC1 | i | 2.5%[87.6 µM] | 68.8%[activator][87.6 µM] | ? | -3.5 | ? | 11.2µM*
O=C1CC(c2ccccc2)N(C(=O)CNS(=O)(=O)c2cccs2)CCCCCCN1 (centres undefined) | ? | -14.9% | -8.0% | -8.2% | 11.3 | -15.1% | -14.7%
COC[C@@H]1CN(C(=O)c2ccc3ncccc3c2)C[C@H]1c1ccncc1 | -2.3% | -11.8% | ? | ? | 3.5 | -9.4% | -0.5%
O=C(NCCc1ccc(Cl)cc1)c1ccc2nc(Cc3ccccc3)oc2c1 | · | -8.9% | 41.7%[activator] | · | -11.6 | · | ·
COc1ccccc1C(=O)N1CCN(c2cc(-c3ccc(F)cc3)[nH]n2)CC1 | i | 9.7% | -7.6% | ? | 9.3 | ? | -6.2%
CCOC(=O)c1ccc(NC(=O)Cn2c(C)cc3nc4n(c(=O)c32)CCCCC4)cc1 | i | 0.8% | 0.4% | -26.7% | -20.0 | ? | -2.1%
Cc1ccc(C)c(NC(=O)CN2C(=O)CCc3ccccc32)c1 | · | 5.2% | 25.4% | · | -2.6 | · | ·
CN(Cc1cnc2ccccc2n1)C(=O)c1cccc(CCC(C)(C)O)c1 | -18.6% | 5.6% | 4.7% | -25.5% | 2.6 | -21.7% | -15.0%
COc1cccc(CNC(=O)[C@@H]2C[C@@H](O)CN2C2CCN(C(=O)C3CCCCC3)CC2)c1 | -4.3% | -0.6% | -0.8% | -13.8% | -0.1 | 2.5% | 0.2%
O=C1Nc2ccccc2OCC12CCN(Cc1cccc3ccccc13)CC2 | i | 1.6% | -9.5% | -15.8% | 12.7 | ? | 0.1%
COc1ccc(NS(=O)(=O)c2ccc3c(c2)CC(C)N3C(C)=O)c(OC)c1 (centres undefined) | · | 2.0% | 5.0% | · | 21.7 | · | ·
N#Cc1ccc(C(=O)N2CCCN(C(=O)C3CC3)C(c3ccccc3)CC(=O)NCC2)cc1 (centres undefined) | i | 7.1% | -0.1% | -2.4% | -5.5 | -2.6% | 4.0%
CC(=O)c1ccc(NS(=O)(=O)c2c(C)nc3scc(C)n3c2=O)cc1 | · | 1.0% | -1.3% | · | -18.7 | · | ·
COc1ccc(OCCn2c(C(C)Oc3ccccc3)nc3ccccc32)cc1 (centres undefined) | · | 2.4% | -26.2% | · | -2.2 | · | ·
Cc1ccc(S(=O)(=O)Nc2nc3n(n2)C(c2ccc(Cl)cc2)C=C(c2ccccc2)N3)cc1 (centres undefined) | · | ? | 14.6% | · | 7.6 | · | ·
CCN(C)C(=O)Cn1ncc(N2CCOC(CCN)C2)cc1=O (centres undefined) | 0.3% | 1.2% | -0.9% | -4.9% | -3.9 | -4.4% | -1.4%
CCOc1ccc(C(=O)Nc2onc3c2CCCC3)cc1 | · | -10.7% | -94.5% | · | -8.1 | · | ·
Cc1noc2c(NCCN3CCOCC3)cc(-c3ccsc3)nc12 | 3.5%[88.5 µM] | 13.4%[87.6 µM] | -2.9%[87.6 µM] | ? | -10.6 | -26.5%[172 µM] | 9.8%[172 µM]
COc1ccc(CCNC(=O)c2c(C)noc2-c2ccc3c(c2)OCO3)cc1OC | 0.7% | -1.2% | 10.7% | ? | -2.4 | -26.2% | -0.4%
O=C(CCCCn1c(=O)c2ccccc2n(Cc2cccc(F)c2)c1=O)NCCc1ccccc1 | · | 2.4% | 1.9% | · | -5.7 | · | ·
Cc1cc(C[C@@H]2COC[C@@H]2NC(=O)c2ccc(-c3noc(C4CC4)n3)cc2)on1 | i | -1.7% | -1.5% | -7.1% | -7.9 | ? | 3.8%
Cc1nn(CC(=O)NCCCN2CCCCC2)c(=O)c2nc(-c3ccccc3)sc12 | -7.8% | -3.2% | 10.4% | i | 3.5 | ? | -5.8%
COc1ccc(NC(=O)c2nnn(Cc3ccc(Br)cc3F)c2N)c(OC)c1 | · | 10.5% | -20.2% | · | 2.5 | · | ·
Cc1nc2nc(NCc3ccccc3Cl)[nH]n2c(=O)c1Cc1ccccc1 | · | 5.8% | -24.0% | · | 17.4 | · | ·
COCc1nnc2n1CCC(NC(=O)C1(c3ccc(OC)cc3)CC1)CC2 (centres undefined) | i | -4.4% | -10.5% | -2.0% | 3.4 | -8.4% | 4.1%
O=C(O)c1ccc(OC2OC(CO)C(O)C(O)C2O)cc1 (centres undefined) | 0.2% | -2.8% | · | · | 7.9 | · | ·

(continued)
Compound | GPT2 inh | HEK293 viab | SNCA expr inh | NIH3T3 tox | IP6K1 inhibitor | HEK293 tox | FLuc inh
COCC(=O)N(C1CCOCC1)C1CCN(C(=O)Cc2ccccc2Cl)CC1 | i | 7.7% | ? | 1.8% | -8.0 | ? | -4.3%
Cn1nc(C(=O)N2CCCOCCNC(=O)CC2)c2ccccc21 | -6.1% | -5.7% | 7.7% | -20.6% | -11.0 | -1.1% | -10.6%
Cc1ccc(C2C=C(c3ccc(Cl)cc3)Nc3nc(NC(=O)c4ccco4)nn32)cc1 (centres undefined) | · | ? | 9.7% | · | -21.0 | · | ·
CCSC1=NC2(CCN(C(=O)NC3CCCCC3)CC2)N=C1c1ccc(OC)cc1 | · | -4.9% | -3.6% | · | -2.9 | · | ·
Cc1nnnn1CCC(=O)N[C@H]1[C@H]2CCO[C@H]2[C@@H]1N1CCCCC1 | -15.7% | 1.4% | 9.9% | -1.7% | 6.3 | 3.0% | 0.2%
CCS(=O)(=O)N1CCOCCNC(=O)[C@H]2CCCC[C@H]21 | i | ? | 19.5% | -1.8% | -12.1 | 0.1% | 5.5%
COc1ccccc1CNC(=O)C1CCN(c2nnc(C)c3c(C)n(-c4ccccc4)nc23)CC1 | · | 6.3% | 4.0% | · | -7.1 | · | ·
CCOCc1nc2c(N)nc3ccccc3c2n1CC(C)(C)O | i | -5.4% | · | · | -0.7 | · | ·
CC(C)Cn1c(=O)c2sccc2n2c(CCCC(=O)NCCc3ccc(Cl)cc3)nnc12 | · | -4.4% | 15.5% | · | -9.4 | · | ·
CCCCNc1nc2c(S(=O)(=O)c3ccc(Cl)cc3)nnn2c2ccsc12 | · | 2.1% | 22.1% | · | -6.1 | · | ·
CCn1ccnc1CN(C)Cc1cn(Cc2ccccc2)nc1-c1ccc2c(c1)OCO2 | ? | -7.5% | -24.2% | ? | 8.2 | ? | -10.2%
COc1ccc(NC(=O)CCCSc2nc(-c3ccco3)cc(C(F)(F)F)n2)cc1 | · | 5.0% | ? | · | 8.0 | · | ·
CN(C)CCNC(=O)c1n[nH]c2c1CN(C(=O)c1cc(F)ccc1F)CC2 | i | 2.6% | -8.3% | i | 10.3 | 1.3% | -5.4%
Cc1nc(C(C)C)sc1CNC(=O)C1CCC(=O)N(C2CCCC2)C1 (centres undefined) | -2.5% | -9.7% | 8.9% | -12.6% | 19.0 | -19.8% | 3.7%
CCc1nnc2ccc(NCC3CCCO3)nn12 (centres undefined) | -5.7% | 5.8% | 17.1% | -26.4% | -4.8 | -13.5% | -2.7%

The list is partial; count on the stated rates, not on these rows.
